# Bioassay records: PubChem, several laboratories
# GLD-1 TGE inh = GLD-1-TGE RNA interaction inhibition (C. elegans). 0.44% of 320,000 active. purified GLD-1 + fluorescein TGE RNA, fluorescence polarization. Q17339. inhibition, % at 5.96 µM. AID 2280;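 active means percent inhibition above a per-plate cutoff, the plate mean of test compounds plus 3 SD, cut at about 30% in these data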;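 further: 0% = DMSO wells with GLD-1 and probe and 100% = wells lacking GLD-1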
# Fam108B inh = Fam108B inhibition, counter-screen for RBBP9 inhibitors; recombinant Fam108B, FP-Rh probe fluorescence polarization; inhibition, % at 9.51 µM; 0.33% of 300,000 active;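 active means inhibition above the screen mean inhibition plus 3 SD, computed separately per campaign, cut at about 18% in these data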;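 further: inhibitors lower polarization as less probe binds the enzyme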
# Efflux pump mplx = antifungal efflux pump inhibition, Nile Red retention; S. cerevisiae Candida pump triplex; inhibition, % at 10 µM; 0.44% of 330,000 active; AID 485275;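 active means plate passing quality check with inhibition over a set limit, or well fluorescence over plate mean plus 4 SD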;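 further: Nile Red retained in pooled yeast measured as flow cytometry median fluorescence; 0% = buffer negative control and 100% = Enniatin B positive control; higher means more Nile Red kept so more efflux inhibition; some compounds called inactive have numbers as strong as hits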
# MCL1-BIM inh = inhibitors of human MCL1 binding to BIM-BH3 peptide. Q07820. GST-MCL1 / FITC-Bim-BH3 fluorescence polarization. inhibition, % at 10.9 µM. 0.68% of 320,000 active;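 active means inhibition above the mean inhibition of all tested compounds plus 3 SD, set per campaign, cut at about 40% in these data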;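 further: 0% = DMSO wells and 100% = unlabeled Bim-BH3 peptide control; higher means more loss of mP so more displacement of Bim peptide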
# Target sequence (Q07820 whole entry, looked up): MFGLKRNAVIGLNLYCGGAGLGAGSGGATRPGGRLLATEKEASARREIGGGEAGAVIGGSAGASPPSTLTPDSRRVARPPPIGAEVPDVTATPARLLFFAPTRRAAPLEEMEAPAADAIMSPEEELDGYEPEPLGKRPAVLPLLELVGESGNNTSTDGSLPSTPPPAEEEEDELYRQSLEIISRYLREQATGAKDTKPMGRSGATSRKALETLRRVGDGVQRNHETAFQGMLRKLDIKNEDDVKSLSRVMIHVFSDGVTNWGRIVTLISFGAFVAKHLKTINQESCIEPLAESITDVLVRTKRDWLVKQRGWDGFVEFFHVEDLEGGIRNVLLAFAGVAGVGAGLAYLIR
# Yeast superoxide = lowers age-related superoxide in aged yeast cells. superoxide response (% of plate mean), % at 10 µM. AID 2690. S. cerevisiae aged cells, superoxide DHE fluorescence; active compounds read low. 0.18% of 330,000 active;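 active means superoxide response under a set limit, about three screen SD below normal, cut at about 65% in these data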;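 further: yeast aged for seven days with compound at 30 °C before DHE staining; 100% = average MFI of all compound-treated wells on the plate with controls excluded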
# Bcl-xL primary = inhibitors of human Bcl-xL; Q07817; GST-Bcl-xL / FITC-Bim BH3 peptide fluorescence polarization; inhibition, % at 10.9 µM; 0.7% of 320,000 active; AID 2129;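 active means inhibition above the mean of all tested compounds plus 3 SD, cutoff set per campaign, cut at about 30% in these data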;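 further: 0% = DMSO wells and 100% = unlabeled Bim-BH3 peptide competitor; inhibitors lower millipolarization by displacing the labeled peptide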
# Target sequence (Q07817 whole entry, looked up): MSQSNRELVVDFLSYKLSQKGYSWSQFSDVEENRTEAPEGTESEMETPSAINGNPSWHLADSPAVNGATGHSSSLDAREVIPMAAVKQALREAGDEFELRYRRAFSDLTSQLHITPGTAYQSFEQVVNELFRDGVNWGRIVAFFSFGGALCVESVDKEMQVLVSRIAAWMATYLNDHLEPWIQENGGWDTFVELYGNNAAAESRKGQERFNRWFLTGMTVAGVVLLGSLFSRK
# EBNA-1 inh = blocks EBNA-1 binding to DNA. EBNA-1 DNA binding, fluorescence polarization. inhibition, % at 14.8 µM. 0.34% of 300,000 active; in the data active means inhibition above about 28%
# ZTA counter = blocks Epstein-Barr virus ZTA, an EBNA-1 counter-screen. P03206. inhibition, % at 11 µM. ZTA-DNA binding, fluorescence polarization. 0.15% of 320,000 active; in the data active means inhibition above about 33%
# MEX-5 binding = C. elegans MEX-5 TCR-2 RNA binding activity; Q9XUB2; 0.38% of 300,000 active; MEX-5/FITC-TCR2 RNA binding, fluorescence polarization; active compounds read low; activity score (negative = inhibition of binding), % at 10 µM; AID 1832;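 active means inhibition past about -25% in most replicates, and total fluorescence under double the plate's negative control median, limit read from the data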;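 further: 0% = DMSO and -100% = 5 µM competing unlabeled TCR2 RNA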
# Target sequence (Q9XUB2 whole entry, looked up): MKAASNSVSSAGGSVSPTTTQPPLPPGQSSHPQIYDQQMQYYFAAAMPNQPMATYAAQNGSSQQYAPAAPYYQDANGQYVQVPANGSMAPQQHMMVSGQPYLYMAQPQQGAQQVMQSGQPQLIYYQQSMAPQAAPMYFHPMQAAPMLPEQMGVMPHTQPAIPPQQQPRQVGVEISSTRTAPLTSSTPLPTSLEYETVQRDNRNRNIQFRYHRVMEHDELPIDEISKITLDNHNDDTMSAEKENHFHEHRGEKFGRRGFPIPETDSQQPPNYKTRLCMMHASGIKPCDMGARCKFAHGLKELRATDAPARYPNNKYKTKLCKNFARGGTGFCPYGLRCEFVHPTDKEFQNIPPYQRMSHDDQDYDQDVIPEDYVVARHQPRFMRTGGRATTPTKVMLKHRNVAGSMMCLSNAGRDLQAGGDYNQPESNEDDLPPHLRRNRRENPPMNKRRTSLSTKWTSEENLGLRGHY
# Starred values were filed as active, the others as inactive; . = no result given.
(1) COc1ccccc1CC(Cc1nc2ccccc2[nH]1)c1nc2ccccc2[nH]1 (centres undefined)
(2) Cc1ccc(N2CC(C(=O)Nc3ccc(N(C)C)cc3)CC2=O)cc1C (centres undefined)
(3) O=C(Cc1ccccc1)N/N=C/c1cc(Br)c(Br)o1
(4) CC1CC1C(=O)Nc1nc2ccc(S(C)(=O)=O)cc2s1 (centres undefined)
(5) CC(=O)c1ccc(NC(=O)CN2C(=O)COc3ccc(Cl)cc32)cc1
(6) COc1ccccc1OCC(=O)Nc1ccc(S(=O)(=O)N(C)c2ccccc2)cc1
(7) S=C(NC1CCCCC1)N(CCc1nc2ccccc2[nH]1)C1CCCC1
(8) Cn1cc(CN2CCCC(CO)(Cc3cccc(Cl)c3)C2)cn1 (centres undefined)
assay / compound,1,2,3,4,5,6,7,8
GLD-1 TGE inh,-3,2,13,-1,3,5,3,-5
Fam108B inh,-2,2,0,3,3,-10,0,1
Efflux pump mplx,0.2,0.1,0.7,0.4,0.0,-2.2,0.1,-0.1
MCL1-BIM inh,7,12,2,0,-7,8,1,0
Yeast superoxide,97,85,109,100,104,104,96,101
Bcl-xL primary,7,12,-5,-1,-4,3,4,-3
EBNA-1 inh,-10,-11,-8,-11,6,-4,-14,9
ZTA counter,7,-8,-11,-4,33,-4,-10,0
MEX-5 binding,3.1,-0.9,-3.9,-1.0,-0.1,1.6,0.1,0.5

(9) Cc1cc(S(=O)(=O)N2CCOCC2)ccc1OCC(=O)Nc1ccc(F)cc1
(10) O=C(COc1ccc2ccccc2c1)Nc1cccc2c1C(=O)NC2=O
(11) COc1ccc([C@H]2/C=C\CN(S(=O)(=O)/C=C/c3ccccc3)[C@@H](C)C(=O)N2Cc2ccc(F)cc2)cc1
(12) CCN(c1ccccc1)S(=O)(=O)c1ccc(Cl)c(C(=O)OCC(=O)NC(=O)C(C)C)c1
(13) Oc1ccc(Br)cc1CNn1cnnc1
(14) O=C(c1cccc([N+](=O)[O-])c1)c1ccc2[nH]c(=O)[nH]c2c1
(15) COCc1[nH]nc2c1C(c1ccsc1)C(C#N)=C(N)O2 (centres undefined)
(16) COc1cc(NC(=O)CCc2nc(-c3cccs3)no2)cc(OC)c1OC
assay / compound,9,10,11,12,13,14,15,16
GLD-1 TGE inh,6,7,0,2,-1,-4,-1,1
Fam108B inh,-1,-5,-4,0,-2,-4,0,-2
Efflux pump mplx,0.0,-0.3,0.0,0.4,0.0,0.0,-0.1,-0.2
MCL1-BIM inh,-6,-1,-3,-2,-2,1,5,2
Yeast superoxide,111,99,94,106,95,100,91,95
Bcl-xL primary,-1,-2,3,-2,1,1,8,0
EBNA-1 inh,7,3,0,8,1,-18,-2,0
ZTA counter,17,-2,-8,9,7,1,-1,5
MEX-5 binding,0.9,-1.0,2.5,1.4,-2.0,-0.3,-3.0,0.9

(17) Nc1cc(=O)[nH]c(SC/C=C/c2ccccc2)n1
(18) CSCC[C@H](NC(=O)N1CCn2c1nc1ccccc12)C(=O)N[C@@H](C(=O)O)c1ccccc1
(19) Cc1cc(C)c(C(=O)Nc2ccc(S(=O)(=O)Nc3ccccn3)cc2)c(C)c1
(20) Cc1c(C)n(CC(O)CN2CCCCCC2)c2ccccc12 (centres undefined)
(21) O=C(/C=C/c1ccc([N+](=O)[O-])o1)NNC(=O)c1ccc(F)cc1
(22) N/C(=N\OC(=O)CSc1ccccc1)c1cccc([N+](=O)[O-])c1
(23) CC1(c2ccccc2)CC(C)(C)n2c(O)c(C3=NC(=S)NC3=O)c3cccc1c32 (centres undefined)
(24) O=C(NN1C(=O)C2C3c4ccccc4C(c4ccccc43)C2C1=O)C1CC1 (centres undefined)
assay / compound,17,18,19,20,21,22,23,24
GLD-1 TGE inh,5,0,1,8,-1,-1,10,-6
Fam108B inh,-1,-2,-1,-1,3,0,-4,2
Efflux pump mplx,-0.1,0.0,-0.2,-0.1,-0.1,-0.2,-0.1,0.1
MCL1-BIM inh,2,10,-9,-1,8,18,7,-1
Yeast superoxide,93,80,133,94,108,89,88,104
Bcl-xL primary,5,5,-1,9,6,5,6,-4
EBNA-1 inh,-2,-9,-9,26,10,10,-6,-15
ZTA counter,-6,-15,0,15,16,-4,-2,-4
MEX-5 binding,0.8,1.2,1.8,0.4,-27*,-0.9,1.3,0.2

(25) C=CCn1c(SCC(=O)c2c(N)n(C)c(=O)n(C)c2=O)nc2sc(CC)cc2c1=O
(26) CC(=O)c1c(C)[nH]c(C(=O)COC(=O)COc2ccccc2F)c1C
(27) Nc1ccc(NC(=O)c2cccs2)cc1
(28) CCN1CCN(c2ncnc3c2c(-c2ccccc2)cn3-c2ccc(F)cc2)CC1
(29) Cc1cc(-c2ccc(Cl)cc2)c(C#N)c(N)n1
(30) CC1CCc2c(sc3nc(CN4CCOCC4)nc(Sc4ccccc4)c23)C1 (centres undefined)
(31) Cc1ccc2sc(N(CCN(C)C)C(=O)/C=C/c3cccs3)nc2c1C
(32) Cc1c(NC(=O)Nc2ccc(Cl)cc2)c(=O)n(-c2ccccc2)n1C
assay / compound,25,26,27,28,29,30,31,32
GLD-1 TGE inh,2,-2,6,0,5,-2,-5,4
Fam108B inh,4,.,9,4,1,0,0,3
Efflux pump mplx,-0.1,-0.2,0.1,0.1,0.1,0.6,0.0,0.0
MCL1-BIM inh,-5,-13,0,-4,-3,0,1,4
Yeast superoxide,99,105,98,91,76,98,89,98
Bcl-xL primary,-3,1,2,0,-3,1,-1,8
EBNA-1 inh,-8,.,-5,3,-3,-2,-12,10
ZTA counter,8,0,0,0,-10,-10,-6,16
MEX-5 binding,0.8,.,2.7,2.1,-2.6,-1.0,0.7,-3.2

# Five records drawn at random from those above, as already listed:
(27) Nc1ccc(NC(=O)c2cccs2)cc1
(31) Cc1ccc2sc(N(CCN(C)C)C(=O)/C=C/c3cccs3)nc2c1C
(25) C=CCn1c(SCC(=O)c2c(N)n(C)c(=O)n(C)c2=O)nc2sc(CC)cc2c1=O
(30) CC1CCc2c(sc3nc(CN4CCOCC4)nc(Sc4ccccc4)c23)C1 (centres undefined)
(29) Cc1cc(-c2ccc(Cl)cc2)c(C#N)c(N)n1
assay / compound,27,31,25,30,29
GLD-1 TGE inh,6,-5,2,-2,5
Fam108B inh,9,0,4,0,1
Efflux pump mplx,0.1,0.0,-0.1,0.6,0.1
MCL1-BIM inh,0,1,-5,0,-3
Yeast superoxide,98,89,99,98,76
Bcl-xL primary,2,-1,-3,1,-3
EBNA-1 inh,-5,-12,-8,-2,-3
ZTA counter,0,-6,8,-10,-10
MEX-5 binding,2.7,0.7,0.8,-1.0,-2.6

# New compounds follow.
(33) Cc1cc(C(=O)NCc2ccco2)sc1C
(34) COc1ccc(C2(CNC(=O)c3ccc(OCC(C)C)cc3)CCOCC2)cc1
(35) O=C(CCCCCCN1C(=O)c2ccccc2C1=O)N1CCC(c2ccccc2)C1 (centres undefined)
(36) COc1ccc(Nc2ncc(C(=O)O)c3ccccc23)cc1
(37) Cc1cc(NC(=O)c2ccccc2C)ccc1NC(=O)c1ccccc1Cl
(38) Cc1cc(C)nc(SCC(=O)Nc2nonc2N)n1
(39) CC(C)CC1(C)NC(=O)N(CC(=O)N2C(C)CCCC2C)C1=O (centres undefined)
(40) Cc1ccc([N+](=O)[O-])cc1N/C=C/C(=O)c1ccco1
assay / compound,33,34,35,36,37,38,39,40
GLD-1 TGE inh,4,-1,4,1,4,3,-4,-9
Fam108B inh,.,5,4,1,-2,1,.,5
Efflux pump mplx,0.0,0.1,0.2,0.1,0.0,0.0,0.0,0.0
MCL1-BIM inh,1,4,5,4,3,3,-4,-6
Yeast superoxide,104,97,93,82,114,98,92,105
Bcl-xL primary,-1,8,2,2,5,3,-1,-6
EBNA-1 inh,.,6,9,-13,7,-6,.,0
ZTA counter,-4,-19,2,-8,-2,-11,-1,-9
MEX-5 binding,.,0.9,-2.4,-1.4,-2.3,0.0,.,1.4

(41) O=C(CCC(=O)N1CCCC1)Nc1ccc(Cl)c(Cl)c1
(42) CCn1c(SCC(=O)N(C)CC(=O)Nc2ccc(F)c(F)c2F)nnc1-c1ccco1
(43) CCCN1C(=O)SC(CC(=O)Nc2cccc3ccccc23)C1=O (centres undefined)
(44) Cc1ccc(N(C(=O)CCC(=O)Nc2cc(C)on2)C(C(=O)NC2CCCC2)c2cccs2)cc1 (centres undefined)
(45) Cc1nn(C(C)C(=O)NCCN2CCCCCC2)c(=O)c2nn(-c3ccccc3)c(C)c12 (centres undefined)
(46) Cc1ccc2[nH]c(=O)c(-c3nc4ccccn4c3NCc3ccco3)cc2c1
(47) CN(C)c1ccc(C(CNC(=O)c2ccc(F)cc2)c2c[nH]c3ccccc23)cc1 (centres undefined)
(48) CCOc1ccc(NC(=O)CC2C(=O)N(c3ccc(OC)cc3)C(=O)N2CCc2cccs2)cc1 (centres undefined)
assay / compound,41,42,43,44,45,46,47,48
GLD-1 TGE inh,2,2,0,1,2,8,4,-3
Fam108B inh,4,-1,0,3,-2,4,11,-2
Efflux pump mplx,0.0,0.1,-0.1,0.2,0.3,-0.1,0.1,-0.3
MCL1-BIM inh,2,-6,5,5,0,1,15,-1
Yeast superoxide,88,104,99,103,88,97,100,95
Bcl-xL primary,4,-2,2,5,2,4,5,7
EBNA-1 inh,8,7,-7,-10,-9,-1,0,2
ZTA counter,5,-4,9,6,-17,10,-3,6
MEX-5 binding,0.7,0.5,-0.9,-0.3,-2.0,-2.0,3.3,-3.5

(49) C=CCN1C(=O)C(Cc2ccccc2)SC1=Nc1ccc(C(=O)O)cc1 (centres undefined)
(50) O=C(/C=C/c1ccc(Br)cc1)c1ccco1
(51) CCCCc1cc(=O)oc2cc(OC3CCCCC3=O)ccc12 (centres undefined)
(52) CCOc1ccc(-c2n[nH]c(C)c2Oc2ccc(OC)cc2)c(O)c1
(53) COC(=O)C1=C(C)N(C)C(C)=C(C(=O)OC)C1c1ccccn1
(54) Cc1ccc(SCc2[nH]nc3c2C(c2ccco2)C(C#N)=C(N)O3)cc1 (centres undefined)
(55) COCCNC(=O)C(c1ccc(O)cc1)N(Cc1ccccc1)C(=O)CCC(=O)Nc1ccccn1 (centres undefined)
(56) Cc1ccc(C)c(NC(=O)Cn2nc(C(F)(F)F)cc2C2CC2)c1
assay / compound,49,50,51,52,53,54,55,56
GLD-1 TGE inh,-8,-11,5,9,7,7,-1,-1
Fam108B inh,-3,2,-4,0,-1,3,2,-3
Efflux pump mplx,0.0,0.1,0.3,0.1,-0.1,-0.2,0.1,0.2
MCL1-BIM inh,-6,-12,3,0,23,15,-2,-8
Yeast superoxide,106,106,97,110,89,113,98,106
Bcl-xL primary,-1,1,1,8,9,12,-2,-7
EBNA-1 inh,-3,-1,10,-13,-2,3,-15,-3
ZTA counter,16,-7,4,22,1,10,-10,-1
MEX-5 binding,1.0,-0.9,1.2,0.2,-2.5,0.6,2.3,-1.2

(57) Cc1ncc2c(c1OC(=O)c1ccc([N+](=O)[O-])cc1)COC(C)(C)OC2
(58) Cn1c(=O)[nH]c(=O)c2c1nc(N1CCCCC1)n2CCSc1ncccn1
(59) COc1ccc(Cn2c(=S)[nH]c3cc(OC)c(OC)cc3c2=O)cc1
(60) COc1cc2c(cc1OC)C(C)N(S(=O)(=O)c1cn(C)c(C)n1)CC2 (centres undefined)
(61) COc1ccc(CCC(=O)OCC(=O)Nc2ccccc2)cc1
(62) N#Cc1c(NC(=O)CCCl)sc2c1CCCCC2
assay / compound,57,58,59,60,61,62
GLD-1 TGE inh,-2,-6,-2,4,7,0
Fam108B inh,-5,-3,-18,0,1,2
Efflux pump mplx,0.0,0.0,0.0,-0.1,-0.1,0.1
MCL1-BIM inh,-2,2,3,9,3,8
Yeast superoxide,92,94,109,96,82,117
Bcl-xL primary,2,1,-2,3,4,2
EBNA-1 inh,4,-3,0,-7,-11,-15
ZTA counter,-2,-3,4,-1,-14,-4
MEX-5 binding,2.0,-0.7,1.2,0.0,-0.7,0.2
